Compound activity from PubChem BioAssay.
TCR-CD3 inh – human TCR-CD3 binding inhibition | TAMRA-labeled TCR probe fluorescence, biochemical | inhibition, % at 9.4 µM | hit rate 0.37% among 360,000 | AID 651800; in the data active = inhibition above about 19%;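 note: recombinant mutant TCR 2C K166C tagged with TAMRA read by polarization; 0% = receptor in buffer alone and 100% = receptor with positive control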
PRMT1 FP inh – PRMT1 (human) inhibition, primary screen | recombinant PRMT1, activity-based probe fluorescence polarization | AID 652257 | inhibition, % at 2.79 µM | hit rate 1.3% among 370,000 | Q99873;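 active = inhibition above about 21% made by adding two undisclosed values, limit read from the data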
Target sequence (Q99873 whole entry, looked up): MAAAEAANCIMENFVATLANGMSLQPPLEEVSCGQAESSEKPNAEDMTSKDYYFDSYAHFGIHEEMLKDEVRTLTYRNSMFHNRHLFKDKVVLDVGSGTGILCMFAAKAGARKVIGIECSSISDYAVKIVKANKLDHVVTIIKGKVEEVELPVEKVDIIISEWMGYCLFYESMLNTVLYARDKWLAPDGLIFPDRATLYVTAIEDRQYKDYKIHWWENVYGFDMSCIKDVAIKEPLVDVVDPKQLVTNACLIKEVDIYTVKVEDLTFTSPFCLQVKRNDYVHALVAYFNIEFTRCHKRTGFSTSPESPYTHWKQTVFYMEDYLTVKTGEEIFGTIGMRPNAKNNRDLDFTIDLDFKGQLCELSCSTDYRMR
MBD2 inh – blocks human MBD2 binding to methylated DNA | AID 686964 | inhibition, % at 4.4 µM | hit rate 0.31% among 370,000 | TR-FRET, MBD2 binding to methylated oligonucleotide; in the data active = inhibition above about 13%
TDP2 absorb – blocks human TDP2 phosphodiesterase activity. recombinant TDP2, T5PNP hydrolysis, p-nitrophenol absorbance 415 nm. inhibition, % at 12.8 µM. AID 720702. hit rate 0.34% among 370,000;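 active = inhibition above the mean of all tested compounds plus 3 SD, set per campaign, cut at about 25% in these data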;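 note: 0% = DMSO with enzyme and 100% = buffer with substrate but no TDP2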
Target sequence (O95551 whole entry, looked up): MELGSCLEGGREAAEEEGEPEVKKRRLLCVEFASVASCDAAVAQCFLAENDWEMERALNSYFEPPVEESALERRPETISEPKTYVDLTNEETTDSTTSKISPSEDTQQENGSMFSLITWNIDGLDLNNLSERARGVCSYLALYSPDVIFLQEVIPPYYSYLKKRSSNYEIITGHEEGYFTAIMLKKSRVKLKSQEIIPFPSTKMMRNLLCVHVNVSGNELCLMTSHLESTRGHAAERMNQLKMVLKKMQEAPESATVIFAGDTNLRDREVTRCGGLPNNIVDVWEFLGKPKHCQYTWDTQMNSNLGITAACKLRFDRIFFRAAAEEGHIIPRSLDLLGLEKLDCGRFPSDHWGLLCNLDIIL
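Incubation: 2 h at 37 °C; Test system: recombinant human TDP2; Quantity: enzyme 120 nM; Read-out basis: percent inhibition; Medium: 50 mM Tris-HCl pH 7.5 with Mg2+, KCl, DTT, BSA; Repeats: single replicate; Compound: 12.8 µM single point, 1% DMSO; Signal: epi absorbance; Reagent: 5 mM T5PNP chromogenic substrate; Benchmarks: no-enzyme high, DMSO-plus-enzyme low.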
rCAG binder – r(CAG) repeat RNA binding; AID 651821; TO-PRO-1 dye displacement fluorescence; inhibition, % at 3 µM; hit rate 1.3% among 370,000;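 active = inhibition above the plate cutoff, the mean of all test compounds on that plate plus 3 SD, cut at about 35% in these data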;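 note: 0% = DMSO alone and 100% = 100 µM mitoxantrone as full dye displacement; higher means more dye released from RNA so lower well fluorescence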
ABHD4 inh – inhibits mouse alpha/beta hydrolase domain 4; AID 720543; purified mABHD4, FP-Rh probe fluorescence polarization; inhibition, % at 8.92 µM; hit rate 0.54% among 370,000;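 active = inhibition exceeding the mean over every tested compound plus 3 SD, cut at about 30% in these data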;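 note: 0% = plate median of compound wells and 100% = S159A mutant with DMSO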
Target sequence (Q8VD66 whole entry, looked up, the tested form may be a part): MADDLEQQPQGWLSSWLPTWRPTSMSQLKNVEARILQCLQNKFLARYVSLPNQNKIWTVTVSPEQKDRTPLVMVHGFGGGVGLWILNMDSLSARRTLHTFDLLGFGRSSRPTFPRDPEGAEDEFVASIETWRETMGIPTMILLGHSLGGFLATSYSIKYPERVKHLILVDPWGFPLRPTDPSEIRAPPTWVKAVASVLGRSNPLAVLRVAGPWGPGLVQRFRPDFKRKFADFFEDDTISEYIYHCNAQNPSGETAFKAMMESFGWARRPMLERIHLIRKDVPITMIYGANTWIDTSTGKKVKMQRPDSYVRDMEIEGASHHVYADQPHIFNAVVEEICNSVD
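Assay system: wild-type mouse ABHD4 protein; compound: single nominal dose of 8.92 µM, 0.89% DMSO final; schedule: 45 min + 60 min at 25 °C; measured by: FP readout, ex 525 nm / em 598 nm; evaluation: % inhibition of FP-Rh probe binding versus controls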
HTRA1 inhibitor – blocks human HTRA1 serine peptidase. recombinant HTRA1, FP-rhodamine activity-based probe, fluorescence polarization. inhibition, % at 5.96 µM. AID 504803. hit rate 0.5% among 340,000; in the data active = inhibition above about 36%;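 note: 0% = enzyme with DMSO and 100% = wells lacking enzyme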
NPR2 activator – GC-B (human) receptor activation; hit rate 0.11% among 370,000; AID 1920062; P20594; HEK293-GC-B cells, CNP EC30, cGMP TR-FRET; 0% at EC30 CNP, 100% saturating CNP; activation, % at 10 µM;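 active = activation at 10 µM reaching about 35% in either raw or pattern-adjusted values, limit read from the data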
SIAE inh – blocks human sialic acid acetylesterase. inhibition, % at 9.66 µM. hit rate 0.69% among 370,000. SIAE FP-Rh probe binding, fluorescence polarization. Q9HAT2. AID 1053197;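 active = inhibition above a cutoff: mean of compounds within the control limits plus 3 SD of those, cut at about 17% in these data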;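 note: 0% = plate median of compound wells and 100% = probe without SIAE protein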
LEDGF integ inh – blocks HIV-1 LEDGF/p75-dependent DNA integration. TR-FRET IN-LEDGF/p75 DNA integration, Eu/Cy5. inhibition, % at 3.7 µM. hit rate 0.64% among 370,000. AID 743269;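 active = inhibition above the screen-wide mean plus 3 SD, cut at about 13% in these data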;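 note: signal is the Cy5 over europium emission ratio at 671 and 618 nm; 0% = plate median of compound wells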
* = called active by the depositor; · = not tested or not shown. The list is partial. The share of hits here may be higher or lower than overall.

SMILES	TCR-CD3 inh	PRMT1 FP inh	MBD2 inh	TDP2 absorb	rCAG binder	ABHD4 inh	HTRA1 inhibitor	NPR2 activator	SIAE inh	LEDGF integ inh
Cc1n[nH]c(=S)n(/N=C/c2ccccn2)c1=O	6.1	1.3	0.6	-12.8	0.7	-1.9	4.0	2.0	4.3	-1.6
O=C(Nc1cccc(O)c1)C(Cc1ccccc1)N1C(=O)c2cccc3cccc(c23)C1=O (stereo not given)	6.9	-2.3	-2.7	-0.3	9.2	-20.2	-14.7	-7.5	-33.2	-18.1
O=[N+]([O-])c1ccc2c(c1)N([O-])C1(CCCCC1)[N+]2=O	3.7	14.3	-3.0	4.3	35.0*	53.2*	·	-2.4	12.7	7.8
CCN(CC(=O)NCc1cccs1)C(=O)c1ccc(NS(=O)(=O)c2ccc(F)cc2)cc1	0.7	0.2	1.8	4.8	2.6	-0.5	5.7	-2.1	3.7	-0.4
O=c1c2c(nc3cc(-c4ccccc4)[nH]n13)CCC2	-4.2	2.1	1.8	-5.5	0.5	-6.3	-1.2	-9.3	-3.2	2.4
CCOc1ccc(N2C(=O)c3ccccc3C2=O)cc1	-8.3	0.6	1.5	2.7	-2.9	2.9	-0.5	-0.1	0.8	2.4
Cc1ccc(Nc2nc(-c3c(C)n(C)n(-c4ccccc4)c3=O)c(C)s2)cc1	-0.6	-1.3	-1.8	3.5	-4.7	4.7	0.0	-0.2	4.9	1.7
COc1ccc(C(=O)CSc2nnc(-c3ccccn3)n2Cc2ccco2)cc1	3.0	-2.5	-1.1	4.2	0.8	2.1	0.5	-6.3	-2.6	1.0
CC(C)(CNC(=O)c1cccc(F)c1)CNC(=O)c1cccc(F)c1	-7.3	11.4	6.7	-12.1	-7.1	-8.6	0.5	-11.2	-9.2	-4.6
CCc1noc(C)c1C(=O)N(CC)CC(=O)Nc1ccccc1C(F)(F)F	10.0	-2.7	-5.2	-3.1	-3.4	7.1	-2.4	3.0	-1.1	1.7
Cc1ccc(-c2nnc(N3CCN(C(=O)CSc4ncn[nH]4)CC3)c3ccccc23)cc1	-11.9	-0.1	6.5	-3.1	-1.0	-6.5	-5.0	2.4	-4.6	2.4
COC(=O)c1cccc(Oc2nc3c(c(=O)n(C)c(=O)n3C)n2C(C)C)c1	-1.3	-2.3	4.6	-7.6	1.3	-1.2	7.6	1.9	1.0	3.5
CCC(Sc1nncn1C)C(=O)Nc1nnc(-c2ccccc2Cl)s1 (stereo not given)	-1.0	5.0	5.0	8.0	3.8	-2.3	-6.9	3.2	-1.2	-3.2
Cc1nn(-c2ccccc2)c(Cl)c1C(=O)Nc1nnc(C2CCCC2)s1	-9.7	3.3	-1.8	-7.9	0.0	-6.1	-16.9	-1.5	-0.8	1.6
Cc1ccc(-n2c(SCC(=O)Nc3ccc4c(c3)OCCO4)nnc2-c2cnccn2)cc1	·	-3.8	0.6	-4.8	2.3	5.4	·	5.0	3.6	1.3

Brought forward from above: 2 compounds; new compounds follow.
SMILES	TCR-CD3 inh	PRMT1 FP inh	MBD2 inh	TDP2 absorb	rCAG binder	ABHD4 inh	HTRA1 inhibitor	NPR2 activator	SIAE inh	LEDGF integ inh
Cc1nn(-c2ccccc2)c(Cl)c1C(=O)Nc1nnc(C2CCCC2)s1	-9.7	3.3	-1.8	-7.9	0.0	-6.1	-16.9	-1.5	-0.8	1.6
Cc1ccc(-n2c(SCC(=O)Nc3ccc4c(c3)OCCO4)nnc2-c2cnccn2)cc1	·	-3.8	0.6	-4.8	2.3	5.4	·	5.0	3.6	1.3
CCOc1ccc(N=c2scc(-c3ccc(OC)cc3)n2CCO)cc1	-7.4	25.9*	1.1	-0.8	-6.7	3.1	1.6	-1.7	2.5	0.2
CCN(C(=O)COC(=O)CSc1ccc([N+](=O)[O-])cc1)C1CCS(=O)(=O)C1 (stereo not given)	4.0	0.5	-3.1	-5.3	-0.8	5.7	0.9	-1.0	5.0	0.7
O=C(c1ccc(S(=O)(=O)NCC2CCCO2)cc1)N1CCc2ccccc21 (stereo not given)	-1.4	1.6	4.3	-1.7	0.2	-6.2	-2.2	5.8	22.0*	-0.2
Fc1cccc(Cn2cc(C(=S)N3CCCCC3)c3ccccc32)c1	-3.3	0.5	-0.9	-0.5	-0.3	3.1	-5.5	2.2	3.6	1.7
CCOC(=O)C[C@H]1c2cc(C(F)(F)F)ccc2S(=O)(=O)N1C(C)C	-1.9	2.9	-1.6	0.1	-4.7	-2.6	-1.6	-0.3	5.5	-0.6
Cc1ccc(OCCC(=O)OCC(=O)N2CCN(S(=O)(=O)c3ccc(C)cc3)CC2)cc1	-0.2	3.3	6.3	5.4	-2.5	-4.7	-6.0	-5.9	2.9	0.6
COc1cccc(NC(=S)NNC(=O)CCn2cc([N+](=O)[O-])cn2)c1	-0.1	-2.3	-0.2	4.4	-1.0	2.1	·	-1.5	0.9	0.3
COCCCNCC(=O)Nc1sc(C)c(C)c1C(=O)OC	-2.3	0.8	0.6	6.5	-8.6	8.5	0.1	-4.7	6.8	-1.5
Cc1ccccc1NC(=O)Nc1ccc(C(F)(F)F)cc1	0.6	-3.2	0.3	-23.5	4.0	-19.4	-16.1	-3.4	-6.2	3.6
O=C(CN1c2ccccc2S(=O)(=O)c2ccccc21)Nc1ccccc1F	-1.9	0.5	-3.0	13.7	7.5	10.2	-14.8	1.2	0.5	-0.1
C=CCN(C(=O)[C@@H](C)[C@@H](O)c1ccc2ccccc2c1)c1ccccc1	·	3.0	-2.7	-8.1	0.6	-3.8	·	0.6	-2.5	-1.7
COc1ccc(CNS(=O)(=O)c2cc3c(cc2Cl)NC(=O)CO3)cc1	-0.3	-2.1	-4.7	0.1	4.5	-2.7	0.7	-2.2	-0.7	2.0
Cc1cc(C)cc(OCCNS(=O)(=O)c2cccs2)c1	1.7	1.8	0.3	2.7	-0.8	-9.8	-8.2	-0.8	6.2	2.0
CC(C)(C)OC(=O)N(CCc1ccccc1)Cc1ccccc1OCc1cccc(NC(=O)C2CCC2)c1	-0.6	1.2	4.4	3.1	5.9	-15.5	-28.7	-0.8	-16.0	-1.0
CC(C)C(=O)NN(C(=O)C(C)C)c1nc2ccccc2s1	2.4	-0.7	-1.3	9.3	0.5	-1.7	3.3	-4.6	-0.3	1.0
Nn1c(CSc2nc3ccccc3o2)nnc1CSc1nc2ccccc2o1	-3.1	12.4	1.9	-11.0	6.2	-2.0	-10.8	-4.9	2.1	-1.3
CCCc1cc(=O)oc2cc(Oc3ncccn3)ccc12	-1.1	-1.2	3.9	6.6	-2.0	1.4	5.6	0.1	2.8	0.8
COc1cc(OC)c(C(=O)O/N=C(\N)c2ccccn2)cc1OC	-1.5	0.1	-5.0	-17.4	0.1	-8.0	-3.0	-6.0	1.8	4.3
CC(C)(O)C(=O)N=Nc1c(O)[nH]c2ccccc12	-6.9	2.0	1.0	4.1	-2.0	2.8	4.9	-3.1	-5.8	-9.1
Cc1ccn(-c2cc(O)c(-n3ccc(C)n3)cc2O)n1	2.2	20.2	-4.0	-4.8	-2.7	3.4	-11.3	-5.4	-4.5	-3.0
Cc1cc(C)c(NC2=NS(=O)(=O)c3ccccc32)c(C)c1	3.5	-5.6	4.1	-0.8	4.3	-4.4	2.4	0.3	2.5	-0.1
C/C=C(/C)C(=O)OC1c2c(ccc3ccc(=O)oc23)OC(C)(C)C1OC(C)=O (stereo not given)	1.4	1.1	0.0	6.3	-5.4	-1.5	-13.1	-9.8	-3.3	3.8
O=C(OCC(=O)N1CCCCC1)c1cccs1	-9.8	1.2	-5.7	7.5	0.0	7.4	-1.7	1.5	7.4	-0.1
Cc1noc(C)c1COc1ccc(C(=O)N2CCN(c3ccccc3O)CC2)cc1	-6.3	-2.7	3.0	-1.1	0.3	5.5	-10.0	1.4	3.3	6.4
O=C1OCCC1Sc1nc2cc(Cl)ccc2s1 (stereo not given)	-1.5	1.1	9.5	0.2	1.8	-13.8	-3.4	54.1*	-4.3	0.5
CC(=O)C1=C(O)CCC1=N	-1.1	-1.0	2.0	-3.2	-2.4	1.4	-4.2	-0.2	4.2	2.5
CC(C)NC(=O)C1CCN(C2CCN(C(=O)Cc3ccc4c(c3)OCO4)CC2)CC1	3.3	-5.8	-3.9	-1.9	-2.2	-7.3	0.5	0.9	1.7	2.6
Cc1ccc(NS(=O)(=O)c2ccc3c(c2)NC(=O)C(C)C(=O)N3)c(Br)c1 (stereo not given)	-4.5	-2.7	2.7	9.9	5.0	-0.8	-1.8	4.0	-0.7	-0.2
CC1CCCN(CCCNC(=O)c2nn(C)c3c2CS(=O)(=O)c2ccccc2-3)C1 (stereo not given)	7.5	0.9	-0.9	-4.7	1.3	0.0	5.2	1.6	5.8	-1.0
Cc1ccccc1CN1CCCCC(NC(=O)C2CCCC2)C1=O (stereo not given)	·	2.1	3.1	7.7	-0.1	1.0	·	-2.0	1.3	1.9
O=C(CC(c1ccccc1)c1ccccc1)NCC1CCCO1 (stereo not given)	0.2	-4.6	-3.0	1.8	-2.4	3.6	-4.8	0.4	8.6	1.5
O=C1NC(=O)/C(=C\c2ccsc2)N1	0.4	-1.8	-6.5	3.7	2.5	-3.5	-4.7	3.0	5.4	2.9
COc1ccc2sc(-c3ccccc3OC)c(-c3ccc4c(c3)OCCO4)c2c1	4.6	-0.1	0.5	-1.0	4.3	-9.7	-21.3	0.2	-2.7	-0.6
COc1ccc(Br)c(Cn2c(C)c(C(=O)NCCC#N)sc2=O)c1	0.4	1.0	-1.9	-1.3	-1.2	0.2	·	2.1	-5.2	-2.1
Cc1cccc(NC(=O)C2CCN(S(=O)(=O)c3c(C)[nH]c(=O)[nH]c3=O)CC2)c1	1.5	0.0	-6.2	1.0	0.8	2.0	0.9	7.7	1.8	2.7
CS(=O)(=O)N(CCc1ccccc1)CC(=O)Nc1ccccc1	-5.3	0.4	9.3	2.7	-2.9	3.7	-1.8	11.0	-13.8	2.0
Cn1c(=O)c2c(nc(NCc3ccco3)n2CC(O)CO)n(C)c1=O (stereo not given)	-1.6	-1.1	2.1	-14.0	-3.2	6.2	5.1	3.7	-1.8	-7.2
Cc1cc(S(=O)(=O)N2CCOCC2)ccc1OCC(=O)Nc1ccccc1F	2.8	4.0	-2.9	15.9	0.9	5.9	5.5	0.1	1.6	1.0
COc1ccccc1NS(=O)(=O)c1cc(C(=O)NC2CCN(Cc3ccccc3)CC2)ccc1C	3.1	9.1	1.4	-4.3	6.0	-2.3	·	2.9	-6.3	-0.4
COc1cc2c(cc1OC)CN(C(=O)Nc1ccccc1Cl)CC2	-1.7	5.1	4.0	13.1	-6.0	-0.6	-1.1	-3.2	-2.6	-3.2
CC1(C)CC(=O)C2=C(C1)OC(N)=C(C#N)C2C1C=CCCC1 (stereo not given)	-0.2	0.1	0.1	3.1	-1.6	-4.4	0.5	2.0	5.3	2.5
